Compound activity: PubChem, National Center for Advancing Translational Sciences (NCATS)
GLP1R ag: qHTS of GLP-1 Receptor Agonists; AID 624172, 2012; Potency, µM (doses to about 45.6 µM), for the others: at the top dose activation, most hits filed as activators; HEK293 GLP-1R CRE-luciferase, luminescence, 4-6 h; cells express a hypersensitive GLP-1R form; hit rate 0.007% among 380,000; Glucagon-like peptide 1 receptor (Homo sapiens), P43220; note: potency is the fitted concentration of half-maximal effect; % of control where 0% means no effect
Target sequence (P43220 whole entry, looked up): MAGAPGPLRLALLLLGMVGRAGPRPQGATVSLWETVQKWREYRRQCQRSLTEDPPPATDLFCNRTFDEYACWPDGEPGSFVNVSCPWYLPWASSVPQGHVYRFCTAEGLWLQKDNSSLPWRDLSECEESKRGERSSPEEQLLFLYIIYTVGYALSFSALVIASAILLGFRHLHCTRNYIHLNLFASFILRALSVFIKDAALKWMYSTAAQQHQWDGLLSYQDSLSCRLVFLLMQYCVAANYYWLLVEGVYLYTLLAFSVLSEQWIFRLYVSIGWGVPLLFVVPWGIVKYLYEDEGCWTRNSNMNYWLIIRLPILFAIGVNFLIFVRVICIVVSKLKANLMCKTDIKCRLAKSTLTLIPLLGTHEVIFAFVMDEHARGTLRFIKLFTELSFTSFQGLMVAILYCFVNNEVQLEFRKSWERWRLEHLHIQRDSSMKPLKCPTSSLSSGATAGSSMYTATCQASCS
KB-3-1 tox: qHTS assay for MDR1-selective chemotherapeutics: Primary screen using the parental adenocarcinoma cell KB-3-1; KB-3-1 viability, CellTiter-Glo ATP luminescence, 72 h; Potency, µM (highest dose often 46.1 µM), without a hit: at the top dose activity change, negative = cytotoxic, usual class: cytotoxic; hit rate 1.4% among 400,000; note: potency is the fitted concentration of half-maximal effect; % is set by controls: 0 for no effect and ±100 for the full control effect; nearly all actives have a fitted effect of over 60% in size
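72 h, 37 °C compound treatment of KB-3-1 parental cells; CellTiter-Glo added, 10 min, luminescence read. Data corrected against DMSO-only plates and normalized before curve fitting.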
SW480 rereplic: A quantitative high throughput screen for small molecules that induce DNA re-replication in SW480 colon adenocarcinoma cells | Potency, µM (series often up to 46.1 µM), without a hit: top-dose re-replication activation, usual class: activators | SW480 DNA re-replication, Hoechst DNA content imaging, 48 h | AID 624297, 2012 | hit rate 1.8% among 340,000; note: potency is the fitted concentration of half-maximal effect; % of control where 0% means no effect; nearly all actives have a fitted effect of over 55% in size
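Quantitative HTS format with DMSO vehicle controls; 48 hr drug incubation at 37 C, then 40 min Hoechst staining and scanning imager measurement at 405 nm excitation.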
D3 antag: qHTS of D3 Dopamine Receptor Antagonist: qHTS. D3R cells, DiscoveRx beta-arrestin luminescence, antagonist mode; stronger effect = lower value. max response, negative = inhibition, %. hit rate 2.5% among 360,000; in the data active = max response below about -50%; inconclusive = no clear call, values can overlap the other calls; note: % is set by controls: 0 for no effect and ±100 for the full control effect; mostly tested at two doses, the higher about 12 µM
Target sequence (P35462 whole entry, looked up): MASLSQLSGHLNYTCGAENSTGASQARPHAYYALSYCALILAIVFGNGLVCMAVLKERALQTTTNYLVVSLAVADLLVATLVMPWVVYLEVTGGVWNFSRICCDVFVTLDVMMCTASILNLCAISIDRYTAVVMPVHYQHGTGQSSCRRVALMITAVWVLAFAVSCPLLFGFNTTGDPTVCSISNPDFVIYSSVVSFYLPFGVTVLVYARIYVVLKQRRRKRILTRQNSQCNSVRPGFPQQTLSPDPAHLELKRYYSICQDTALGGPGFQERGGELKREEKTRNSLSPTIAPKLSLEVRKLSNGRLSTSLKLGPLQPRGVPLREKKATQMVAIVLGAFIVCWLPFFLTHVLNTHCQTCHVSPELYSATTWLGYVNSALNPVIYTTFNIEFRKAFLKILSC
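Cells plated overnight at 1500 cells/well, then exposed to library compounds with dopamine controls for 90 minutes at 37 degrees C. DiscoveRx reagent added for 30–60 minutes at room temperature; luminescence read, quantitative HTS format.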
HT1080 IDH1KD tx: qHTS for induction of synthetic lethality in tumor cells producing 2HG: qHTS for the HT-1080-IDH1KD cell line; HT-1080 IDH1 knockdown viability, ATP luminescence, 48 h; Potency, µM (doses to about 46.1 µM), for the others: at the top dose activity, negative = toxicity, actives largely listed as cytotoxic; hit rate 2% among 360,000; AID 686971, 2013;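 note: potency is the fitted concentration of half-maximal effect; 0% = DMSO wells and -100% = cell-free medium wells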
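% activity derives from luminescence (CellTiter-Glo), normalised to DMSO and no-cell wells. HT-1080-IDH1KD cells, 750/well, had 48 h compound exposure at 37 °C.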
KB-V1 MDR tox: qHTS assay for MDR1-selective chemotherapeutics: Primary screen using the drug-selected MDR subline cells KB-V1; hit rate 3.4% among 400,000; Potency, µM (top dose mostly 46.1 µM), for inactives: top-dose activity change, negative = cytotoxicity, hits mostly cytotoxic; KB-V1 MDR cells viability, CellTiter-Glo, 72 h; AID 1347076, 2019; note: potency is the fitted concentration of half-maximal effect; % is set by controls: 0 for no effect and ±100 for the full control effect; nearly all actives have a fitted effect of over 60% in size
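Compound-treated KB-V1 multidrug-resistant cells, 72 h, 37 degrees C; viability by CellTiter-Glo. Fitted qHTS curves give the values.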
D3 ag: qHTS of D3 Dopamine Receptor Agonist: qHTS; D(3) dopamine receptor (Homo sapiens), P35462; D3R DiscoveRx beta-arrestin cells, luminescence, 90 min; max activation, %; hit rate 0.58% among 410,000; AID 652048, 2013; in the data active = max activation above about 30%; note: 0% is about no effect; mostly tested at two doses, the higher about 12 µM
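Agonist mode: compounds and dopamine controls were applied to plated cells for 90 min at 37 degrees C after an overnight attachment at 1500 cells/well. Luminescent read-out followed 30 - 60 minutes at room temperature with DiscoveRx detection reagent.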
IL-1B inflam inh: qHTS for Inhibitors of Inflammasome Signaling: IL-1-beta AlphaLISA Primary Screen; THP-1 LPS/ATP IL-1B secretion, AlphaLISA, 16 h; stronger effect = lower value; activity change, % at 57.5 µM; hit rate 4.7% among 360,000; in the data active = activity change below about -50%; inconclusive = mostly about -30% to -49%; note: % is set by controls: 0 for no effect and ±100 for the full control effect
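THP-1 cells pretreated 1 hr with compounds (up to 57.5 uM final), then stimulated with LPS (250 ng/mL final) plus ATP (1.25 mM final); secreted IL-1B measured by AlphaLISA after 16 hr, decreased signal indicating inhibition.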
HT1080-NT tox: qHTS for induction of synthetic lethality in tumor cells producing 2HG: qHTS for the HT-1080-NT fibrosarcoma cell line. AID 686970, 2013. hit rate 1.6% among 360,000. Potency, µM (titrated, usually from 46.1 µM), inactives show at the top dose activity, negative = less viability, most hits filed as cytotoxic. HT-1080-NT fibrosarcoma viability, CellTiter-Glo ATP luminescence, 48 h;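 note: NT is the 2HG producing partner of a matched IDH1 knockdown line; potency is the fitted concentration of half-maximal effect; 0% = DMSO-treated cells and -100% = media-only wells without cells; nearly all actives have a fitted effect of over 55% in size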
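HT-1080-NT fibrosarcoma cells (2HG-overproducing), 750 cells/well in RPMI with 5% FBS, dosed after 2 h and incubated 48 h at 37C. CellTiter-Glo luminescence normalized to DMSO and no-cell wells; concentration-response curves fitted and classed.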
* hit, by the source's call; ? = inconclusive; . = no result given; & = joins results of further samples; [ ] = another dose, or the depositor's remark. Unless noted, calls come from the whole dose curve; as a rule, active = well fitted curve in the direction sought with a large enough effect; inconclusive = small, poorly fitted or top-dose-only effect, or another doubt; inactive = no such curve, though single readings can be large; an effect the other way counts as inactive or inconclusive.

SMILES	GLP1R ag	KB-3-1 tox	SW480 rereplic	D3 antag	HT1080 IDH1KD tx	KB-V1 MDR tox	D3 ag	IL-1B inflam inh	HT1080-NT tox
CSCCC(NS(=O)(=O)c1ccc2c(c1)oc(=O)n2C)C(=O)NCc1ccccc1 (stereo not drawn)	?	?	?	3.9	-20.3%	2.4%&0.0%	2.5&-4.0	6.7	3.6%
COc1cc(/C=N/NC(=O)Cn2cnc3c2c(=O)n(C)c(=O)n3C)cc(OC)c1OC	-0.7%	-3.7%	-6.5%	7.7	6.4%	8.3%	-4.6	44.6	6.8%
COC(=O)c1cc(OC)c(OC)cc1NC(=S)N1CCN(Cc2ccccc2)CC1	0.4%	8.5%	9.3%	10.4	14.1%	-3.6%	-8.2	-7.9	0.0%
COc1ccc(CC(N)c2csc(NC(=O)NCCc3ccc(OC)c(OC)c3)n2)cc1 (stereo not drawn)	1.2%	0.0%	.	21.8	?	3.1%	5.4	?	?
Cn1c(=O)c(C(=O)COC(=O)c2cc(C3CC3)nc3ccccc23)c(N)n(Cc2ccccc2)c1=O	-2.2%	-24.1%	7.6%	19.2	-10.5%	?	-3.2	-8.2	-10.4%
O=C(Nc1cc(-c2nc3ncccc3o2)ccc1Cl)c1ccc2c(c1)OCO2	-5.1%	1.1%	-10.5%	-0.2	9.9%	0.0%	1.7	-13.3	15.7%
CC(NC(=O)c1ccc(NC(=O)c2ccco2)cc1)c1ccccc1 (stereo not drawn)	2.1%	14.6%	-0.4%	0.2	13.1%	?	-1.0	0.0	9.3%
COc1cccc(C2CC(c3c(Cl)cccc3Cl)n3nc(N)nc3N2)c1 (stereo not drawn)	3.9%	4.7%	-11.6%	-9.0	3.3%	12.0%	1.1	-15.4	17.3%
CCOC(=O)C1CCCN(CC(O)COc2ccc(OC)cc2C(C)(C)C)C1 (stereo not drawn)	2.8%	9.8%	-1.0%	?	3.9%	0.0%	-7.0	22.1	5.5%
CC1(C)CC(=O)C=C(c2ccc(F)cc2OCc2ccccc2)C1	9.1%	1.8%	-9.5%[9.22 µM]	22.6	-20.0%	8.1%	1.1	?	-19.5%
CCN(CC)CCCNC(=S)N1CCC(c2nc3ccccc3[nH]2)CC1	-2.5%	1.2%	-37.2%	-27.1	9.4%	4.8%	-11.4	9.8	3.4%
CCCn1c(SCC(=O)N2N=C3/C(=C/c4ccc(OC)cc4)CCCC3C2c2ccc(OC)cc2)n[nH]c1=O (stereo not drawn)	-13.7%	3.7%	.	0.0	11.6µM*	?	-3.0	-25.4	7.31µM*
COc1ccc(CCC(=O)OCC(=O)N(CC(C)C)c2c(N)n(Cc3ccccc3)c(=O)[nH]c2=O)cc1	-15.2%	-0.3%	3.3%	-14.2	8.2%	-0.1%	0.7	-5.1	6.0%
C=CCC1(CC=C)CCCN1C(=O)CC1C(=O)NCCN1Cc1ccc(OC)c(OC)c1 (stereo not drawn)	18.1%	1.2%	-0.8%	-1.5	0.0%	-7.4%	-1.5	-21.1	7.0%
CNS(=O)(=O)c1cc(NC(=O)c2cncn2-c2ccccc2)ccc1C	14.8%	5.1%	0.9%	1.2	-1.5%	14.0%	0.1	-2.8	21.1%
O=C(NCc1nc2ccccc2[nH]1)C1=C[C@@H](c2ccc(C(F)(F)F)cc2)C[C@@H](OCc2ccc(CO)cc2)O1	-1.9%	?	3.1%	-14.7	?	?	-19.3	-11.6	?
COC(=O)C1N[C@@H]([C@@H](NC(=O)COc2ccccc2)C(=O)NCc2ccccc2)SC1(C)C (stereo partly drawn)	5.5%	4.1%&5.7%	-37.0%[inhibitor][9.22 µM]	6.7	-1.8%	?	-12.9	-2.4	-0.6%
COc1ccc(CCNC(=O)c2ccccc2N(C)S(=O)(=O)c2ccccc2)cc1	7.0%	12.8%	-1.5%	-16.1	-4.3%	?	-8.6	0.0	2.3%
Cn1nc(C(=O)Nc2ccc(S(=O)(=O)N3CCCCC3)cc2)c2ccccc2c1=O	12.4%	-9.5%	-9.2%	-3.4	-16.2%	?	3.0	-25.7	-2.6%
O=S1(=O)CC(N2CCN(CCO)CC2)CN1Cc1cn(Cc2cccc(C(F)(F)F)c2)nn1 (stereo not drawn)	-0.4%	7.1%	.	-15.6	10.3%	-1.3%	-7.6	22.7	17.3%
COc1ccc(OC)c(-c2csc(N(CC3CCCO3)C(=O)C3CCCCC3)n2)c1 (stereo not drawn)	9.7%	-5.4%	-41.9%[inhibitor]	-6.8	-5.0%	-16.5%	-5.4	-5.2	-0.3%
CCOC(=O)C(CC(=O)O)N1CCCCC1 (stereo not drawn)	-1.5%	-0.1%	-3.7%	-1.3	5.1%	?	-10.6	-7.7	15.0%
Cc1ccccc1NC(=S)N(Cc1ccccc1)Cc1cccs1	3.8%	8.3%	1.2%	-2.4	-0.3%	8.8%	-13.2	49.5	3.7%
CCCCN(C=O)c1c(CC)nc2c(OCC(=O)N3CCOCC3)cccn12	-5.5%	16.8%	.	0.0	14.5%	-2.8%	-6.7	15.2	-0.8%
Cc1ccc(NC(=O)c2cccnc2)cc1S(=O)(=O)N(C)C	1.5%	-11.7%	-1.0%	5.1	16.1%	-1.5%	4.3	0.0	18.1%
Cc1cccc(C)c1NC(=O)C1(C)CN(S(C)(=O)=O)CC(=O)N1CCCN1CCOCC1 (stereo not drawn)	.	-13.5%	.	6.7	-2.3%	-7.9%	3.7	-15.6	-4.8%
O=C(NNC(=S)Nc1ccc(Br)cc1Cl)c1ccncc1	-0.2%	22.7%	-5.1%	-29.0	23.7%	?	3.7	-4.4	3.3%
CCOC(=O)CCNC(=O)N1CCCC(C(=O)c2ccc3c(c2)OCO3)C1 (stereo not drawn)	-0.6%	4.7%	-2.8%	14.9	20.5%	-21.4%	-5.3	12.1	16.6%
CCCCNC(=O)NNC(=O)COc1cccc(C)c1C	0.1%	12.3%	-2.5%	-1.8	28.9%	?	13.8	9.3	?
C/C(=C(\C#N)C(=O)NCc1ccccc1)N(C)C	-0.7%	0.8%	-7.3%	0.0	8.7%	-6.3%	2.4	6.0	4.9%
CC(=O)C1(O)CCC2C3CCC4CC(O)CCC4(C)C3C(=O)CC21C (stereo not drawn)	-0.5%	-0.2%	-8.6%	6.5	-3.1%	-3.0%	6.7	22.1	-5.0%
COC(=O)C1=C(C)N(C)C(=O)NC1c1ccc(C)cc1 (stereo not drawn)	0.2%	-13.6%	13.2%	-16.3	2.0%	-11.0%	-3.4	-4.5	2.2%
Cc1cccn2c(=O)c(/C=C(\C#N)C(=O)NCc3ccco3)c(N3CCOCC3)nc12	23.4%	0.0%	?	8.5	-14.0%	-5.9%	7.8	-7.4	0.0%
COC(=O)COc1ccc(S(=O)(=O)NCc2ccc3c(c2)OCO3)cc1	-2.2%	-2.8%	-16.8%	10.5	10.7%	6.5%	4.7	23.0	-9.2%
O=C(NC1(C(F)(F)F)NC(=O)N(Cc2cccnc2)C1=O)c1ccccc1 (stereo not drawn)	-3.3%	1.2%	-1.9%	5.1	7.4%	3.1%	1.8	20.8	3.2%
CC(C)c1ccc(NC(=O)C(c2ccccc2)N2CC(=O)Nc3ccccc32)cc1 (stereo not drawn)	2.5%	?	5.4%	0.0	-6.5%	8.3%	-11.1	-4.8	-8.8%
COc1ccc(N2CCN(C(=O)CSc3nnc(-c4cccnc4)n3-c3ccccc3)CC2)cc1	1.6%	2.2%	-6.7%	?	-3.3%	-13.3%	-1.6	-18.2	0.1%
N#CC1=C(N)Nc2ncnn2C1c1ccc(F)cc1 (stereo not drawn)	0.7%	11.0%	-1.0%	2.3	11.3%	?	-0.4	-11.0	12.8%
Cc1ccnc2c(N3C(=O)C4C5c6ccccc6C(c6ccccc65)C4C3=O)cccc12 (stereo not drawn)	0.8%	?	3.4%	21.1	-22.2%	?	0.3	?	0.4%
CC(=O)c1ccc(NC(=O)CO/N=C(\C)c2cccs2)cc1	3.8%	0.0%	-6.6%	-0.8	17.8%	?	-0.7	-8.1	?
CCCCN(C)C(=O)c1sc(=O)n(Cc2cc(Cl)ccc2OC)c1C	10.7%	-11.3%	.	-16.1	-2.5%	?	-6.1	-16.6	5.5%
COc1cc(-c2noc(-c3cccc(Cl)c3)n2)cc(OC)c1OC	-7.6%	-1.3%	-10.4%	-3.5	5.8%	4.0%	2.5	-20.1	1.9%
O=C(CCNS(=O)(=O)c1ccc(Br)cc1)NC1CCN(Cc2ccccc2)CC1	0.3%	?	16.2%	?	-3.8%	?	-7.3	?	-2.5%

Quoted from the results shown (four entries):
SMILES	GLP1R ag	KB-3-1 tox	SW480 rereplic	D3 antag	HT1080 IDH1KD tx	KB-V1 MDR tox	D3 ag	IL-1B inflam inh	HT1080-NT tox
COc1ccc(N2CCN(C(=O)CSc3nnc(-c4cccnc4)n3-c3ccccc3)CC2)cc1	1.6%	2.2%	-6.7%	?	-3.3%	-13.3%	-1.6	-18.2	0.1%
N#CC1=C(N)Nc2ncnn2C1c1ccc(F)cc1 (stereo not drawn)	0.7%	11.0%	-1.0%	2.3	11.3%	?	-0.4	-11.0	12.8%
Cc1ccnc2c(N3C(=O)C4C5c6ccccc6C(c6ccccc65)C4C3=O)cccc12 (stereo not drawn)	0.8%	?	3.4%	21.1	-22.2%	?	0.3	?	0.4%
CC(=O)c1ccc(NC(=O)CO/N=C(\C)c2cccs2)cc1	3.8%	0.0%	-6.6%	-0.8	17.8%	?	-0.7	-8.1	?
